Source: PubChem
Rv3671c protease = Rv3671c (M. tuberculosis) protease inhibition; inhibition, % at 5.96 µM; 0.048% of 320,000 active; in the data active = inhibition above about 38%;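 also: extracellular domain of Rv3671c used as enzyme; 0% = enzyme with DMSO and 100% = no enzyme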
Anthrax LF prot = blocks Bacillus anthracis lethal factor protease. P15917. multiplex microsphere protease cleavage assay, LF. inhibition, % at 10 µM. 0.12% of 360,000 active; also: plate controls were buffer without enzyme for full effect and enzyme alone for no effect
Target sequence (P15917 whole entry, looked up): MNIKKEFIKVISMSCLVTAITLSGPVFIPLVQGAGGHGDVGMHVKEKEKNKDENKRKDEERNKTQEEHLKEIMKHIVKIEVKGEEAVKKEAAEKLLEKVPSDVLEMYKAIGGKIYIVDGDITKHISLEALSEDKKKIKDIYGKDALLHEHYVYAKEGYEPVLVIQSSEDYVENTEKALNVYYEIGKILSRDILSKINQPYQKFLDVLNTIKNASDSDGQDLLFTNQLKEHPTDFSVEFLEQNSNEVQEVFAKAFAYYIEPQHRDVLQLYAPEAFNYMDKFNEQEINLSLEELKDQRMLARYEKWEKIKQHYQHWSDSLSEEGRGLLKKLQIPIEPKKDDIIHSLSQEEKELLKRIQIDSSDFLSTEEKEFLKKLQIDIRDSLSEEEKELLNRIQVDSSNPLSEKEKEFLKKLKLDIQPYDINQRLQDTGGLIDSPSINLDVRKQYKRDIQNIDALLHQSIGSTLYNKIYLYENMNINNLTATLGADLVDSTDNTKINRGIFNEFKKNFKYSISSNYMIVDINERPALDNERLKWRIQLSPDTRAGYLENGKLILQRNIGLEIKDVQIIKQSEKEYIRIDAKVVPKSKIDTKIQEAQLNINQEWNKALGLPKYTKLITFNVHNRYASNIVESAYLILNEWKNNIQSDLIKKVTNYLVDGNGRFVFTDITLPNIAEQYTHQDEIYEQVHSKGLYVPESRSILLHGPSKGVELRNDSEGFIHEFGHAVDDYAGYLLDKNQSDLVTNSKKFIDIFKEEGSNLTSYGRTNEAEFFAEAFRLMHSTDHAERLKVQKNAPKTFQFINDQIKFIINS
CCHFV vOTU inh = blocks the CCHF virus ovarian tumor domain protease; CCHFV vOTU protease, Pep-AMC fluorescence; inhibition, % at 11.5 µM; 0.55% of 370,000 active; in the data active = inhibition above about 30%; also: 0% = vehicle wells with enzyme and 100% = no enzyme wells
PrPC TRFRET = cell surface PrPC inhibition, primary TR-FRET screen; P04156; TR-FRET read-out; inhibition, % at 13.8 µM; 0.43% of 370,000 active; AID 720596; in the data active = inhibition above about 24%; also: 0% = median of the test wells and 100% = reference compound wells
MazEF act = activators of E. coli MazEF toxin-antitoxin RNase; P0AE70; FAM/BHQ RNA-DNA oligo cleavage fluorescence, 5 h; activation, % at 20 µM; 0.32% of 350,000 active; AID 504720; in the data active = activation above about 50%
Target sequence (P0AE70 whole entry, looked up): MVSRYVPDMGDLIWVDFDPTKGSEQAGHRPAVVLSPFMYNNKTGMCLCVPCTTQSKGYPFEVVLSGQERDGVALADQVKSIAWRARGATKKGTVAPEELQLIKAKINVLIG
VHR inh abs = DUSP3 (human) phosphatase inhibition | P51452 | recombinant VHR phosphatase, pNPP absorbance | inhibition, % at 13.3 µM | 0.52% of 290,000 active | AID 1654; in the data active = inhibition above about 50%; also: some compounds called inactive have numbers as strong as hits
Target sequence (P51452 whole entry, looked up): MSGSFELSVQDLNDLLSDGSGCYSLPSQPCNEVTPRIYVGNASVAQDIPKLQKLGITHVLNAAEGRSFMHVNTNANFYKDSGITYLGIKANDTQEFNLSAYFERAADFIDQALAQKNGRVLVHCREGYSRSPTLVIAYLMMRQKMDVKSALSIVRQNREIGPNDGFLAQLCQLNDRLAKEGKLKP
BoNT F protease = BoNT F light chain protease inhibition; inhibition, % at 10 µM; 0.22% of 360,000 active; Multiplex microsphere protease cleavage assay, flow cytometry; AID 588497; in the data active = inhibition above about 35%, passing the limit was not always enough; inconclusive = no clear call, values can overlap the other calls; also: plate controls were buffer without enzyme for full effect and enzyme alone for no effect
BoNT-A LC inh2 = blocks Botulinum neurotoxin A light chain protease | multiplex microsphere protease substrate cleavage, flow cytometry | inhibition, % at 10 µM | 0.17% of 360,000 active; also: plate controls were buffer without enzyme for full effect and enzyme alone for no effect
SARS 3CLpro inh = SARS-CoV 3CLpro protease inhibition; P0C6X7; recombinant SARS-CoV 3CLpro, quenched FRET peptide cleavage; inhibition, % at 6 µM; 0.14% of 290,000 active; in the data active = inhibition above about 12%
SSB-PriA inh = inhibitors of Klebsiella pneumoniae PriA binding to SSB C-terminal tail. AlphaScreen SSBct-PriA binding, biotinylated peptide. AID 1272365. inhibition, % at 33 µM. 0.6% of 430,000 active; in the data active = inhibition mostly above about 37%, no sharp cut-off; inactive = mostly below about 20%;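 also: plate controls were negative control peptide for no effect and reference peptide for full effect; strong numbers were not always called active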
* hit, by the source's call; ? = inconclusive; . = no result given; & = joins results of further samples. Rule as the data show it, unless noted: active = inhibition above about 30%; inconclusive = no clear call, values can overlap the other calls; inactive = below that. A portion of the library; count on the stated rates, not on these rows.

Values run as follows: Rv3671c protease | Anthrax LF prot | CCHFV vOTU inh | PrPC TRFRET | MazEF act | VHR inh abs | BoNT F protease | BoNT-A LC inh2 | SARS 3CLpro inh | SSB-PriA inh
1. COc1ccc(NC(=O)CCSCCC(=O)Nc2ccc(OC)cc2OC)c(OC)c1
    -2 | -2 | 14 | 10 | 7 | -10 | -26 | -2.2 | 1 | -2
2. CCOC(=O)c1ccc(NC(=O)C2CCCN(S(=O)(=O)c3ccc(F)cc3)C2)cc1 (centres undefined)
    -3 | 0 | 17 | 30* | -2 | 18 | -4 | -1.4 | 2 | 8
3. COc1ccc(OC)c(NC(=S)Nc2ccccc2)c1
    -3 | -16 | -14 | 9 | 5 | -4 | 2 | 2.4 | -1 | 4
4. CCCNC(=O)NC(=O)COC(=O)c1ccc(OC)c(S(=O)(=O)N2CCCc3ccccc32)c1
    1 | -5 | -1 | -1 | -1 | 19 | 8 | 0.3 | -3 | 2
5. Cc1ccc(C(=O)NCC(=O)OC(C)C(=O)NCCC2=CCCCC2)cc1C (centres undefined)
    6 | -1 | 4 | -3 | 4 | -28 | -6 | 0.0 | 5 | -9
6. CCCc1cc(C(=O)Nc2cccnc2Cl)no1
    -5 | 6 | -15 | -1 | -13 | -9 | 1 | 0.5 | 1 | -10
7. NC(=O)c1ccccc1NC(=O)c1ccccc1S(=O)(=O)c1ccccc1[N+](=O)[O-]
    -11 | -2 | 15 | -17 | -2 | -7 | -3 | 0.3 | -5 | 14
8. CCc1nc(C)cn1S(=O)(=O)c1cc(OC)c(C)cc1C
    -2 | 0 | -11 | -1 | -8 | 8 | -6 | -0.2 | -7 | 1
9. COc1ccccc1CNC(=O)CNC(=O)[C@@H]1Cc2ccccc2CN1
    4 | 0 | 4 | 2 | 7 | 4 | 0 | -0.2 | -4 | -1
10. COc1ccc(OC)c(S(=O)(=O)N2CCC(C(=O)N(C)Cc3ccccc3)CC2)c1
    -2 | -2 | 7 | 7 | 5 | 2 | 0 | -0.2 | 1 | -1
11. CCOCc1nnc(NC(=O)C2CC(=O)N(CCc3ccc(F)cc3)C2)s1 (centres undefined)
    -4 | -9 | 3 | -2 | 4 | 29 | -15 | -4.8 | 3 | -7
12. Oc1ccc(Br)cc1-c1cc(-c2ccccc2F)[nH]n1
    0 | -3 | -1 | 0 | 3 | -1 | 3 | 2.4 | -2 | -9
13. CC1CCCC(C)N1C(=O)c1ccc(S(=O)(=O)N2CCCC2)cc1 (centres undefined)
    -2 | 0 | -15 | -7 | 3 | . | 1 | -2.1 | . | 3
14. COc1cccc(NC(=O)CN2CCN(S(=O)(=O)c3ccc(F)cc3)CC2)c1
    5 | -6 | 3 | 1 | 3 | 6 | 4 | 0.8 | 0 | -3
15. Cc1ccccc1NC(=O)COC(=O)c1ccc(CSc2ccc(Cl)cc2)cc1
    1 | 0 | -5 | -4 | -14 | -6 | -1 | 0.4 | -7 | 4
16. Cc1ccc(S(=O)(=O)N2CCOCC2)cc1C(=O)OCC(=O)c1ccc[nH]1
    -2 | -12 | 0 | 8 | 2 | . | -1 | -0.4 | . | -4
17. COCCOC(=O)C1=C(N)Oc2c(c(=O)oc3ccccc23)C1c1ccncc1 (centres undefined)
    -8 | -6 | -11 | -1 | 2 | 5 | -14 | -1.1 | 0 | -4
18. COc1cc(C2C(C(=O)C(C)(C)C)=C(O)C(=O)N2Cc2ccccc2)ccc1O (centres undefined)
    7 | -6 | -1 | 2 | 11 | -7 | -13 | -2.2 | 3 | -7
19. COc1ccccc1CNS(=O)(=O)c1ccc2c(c1)oc(=O)n2C
    -2 | -1 | 3 | 8 | 7 | 38 | 0 | 0.1 | . | -6
20. CC(Sc1nnc2ccccn12)C(=O)Nc1ncc(Cl)cc1Cl (centres undefined)
    6 | -8 | -4 | 7 | -6 | 3 | -20 | -3.1 | -1 | -4
21. CC(=O)c1cccc(NC(=O)c2ccc(Br)o2)c1
    -9 | 0 | -1 | -1 | 0 | 32 | -2 | -0.4 | 5 | 0
22. O=S(=O)(c1ccccc1)c1nc(-c2cccs2)oc1NCC1CCCO1 (centres undefined)
    -1 | -2 | 5 | 1 | -2 | 3 | -12 | -0.8 | -4 | -14
23. Cc1c(C)n(Cc2ccccc2)c2ncnc(NCCCO)c12
    -8 | 4 | 10 | 5 | 5 | -18 | ? | -1.6 | -2 | 6
24. COc1ccccc1NC(=S)NC1CC2CCC1C2 (centres undefined)
    6 | -3 | -1 | -3 | -19 | 16 | -5 | 0.0 | 0 | -10
25. Cc1cccc(-c2nc3ccccc3c(=O)n2NC(=S)N(C)C)c1
    -7 | 0 | 19 | -1 | 1 | 0 | -8 | -0.6 | -4 | -12
26. CN1C[C@H](CO)C=C2c3cccc4[nH]cc(c34)C[C@H]21
    -4 | -22 | -82 | -8 | -127 | 7 | -44 | 0.9 | -10 | 9
27. CCN(CC)S(=O)(=O)c1ccc(S(=O)(=O)N2CCCC2)cc1
    9 | 9 | -5 | 3 | -20 | 8 | 5 | 0.1 | 1 | -2
28. COc1cc(NC(=O)c2cc3c(CO)cnc(C)c3oc2=Nc2cccc(C(N)=O)c2)cc(OC)c1
    1 | -7 | -9 | -6 | 10 | 6 | ? | -2.1 | -2 | -3
29. O=C(O)CN1C(=O)NC2(CCc3ccccc32)C1=O (centres undefined)
    5 | -4 | 2 | 3 | 5 | 1 | -9 | -1.7 | 1 | 0
30. CCOC(=O)c1[nH]c(C)c(C(=O)N2CCN(c3ccc(F)cc3)CC2)c1C
    7 | -2 | 9 | -5 | -2 | -2 | 2 | 3.8 | 3 | 14
31. O=C(NCc1ccccc1CN1CCCC1)C1CCN(S(=O)(=O)c2ccc(F)c(F)c2)CC1
    -6 | . | 11 | -13 | 3 | . | . | . | . | -5
32. CN(C(=O)n1cnc2ccccc21)c1ccccc1
    4 | -2 | -7 | 0 | -1 | 0 | 3 | 0.3 | -4 | 1
33. CCc1ccc(OCC(=O)Nc2nnc(-c3ccco3)s2)cc1
    -7 | 0 | 18 | 1 | 10 | 24 | -1 | -2.0 | 2 | -11
34. CCC/S(C)=N/S(=O)(=O)c1ccc(C)cc1 (centres undefined)
    -13 | 1 | 8 | 1 | 0 | 1 | 9 | -0.2 | -1 | .
35. COc1cccc(/C=N/NC(=O)C(C)n2nnc3ccccc32)c1 (centres undefined)
    3 | 2 | 5 | -2 | 2 | 4 | -3 | 0.1 | 3 | .
36. COc1cc(OC)c2cc[nH]c2c1
    -2 | -1 | 0 | -1 | 0 | 0 | -8 | -0.1 | 1 | 3
37. Cc1cnc(C)c(N2CCN(Cc3nc(-c4cccc(F)c4F)oc3C)CC2)n1
    1 | -3 | -6 | 2 | -3 | 3 | -5 | -0.4 | -2 | 4
38. CCOc1ccc(N(CC(=O)NCCSCc2ccc(C)cc2)S(C)(=O)=O)cc1
    -1 | 10 | 7 | 6 | 6 | -13 | ? | 2.0 | 4 | 1
39. O=C(COc1ccccc1)N1CCN(c2ccc([N+](=O)[O-])c(N3CCCCC3)c2)CC1
    4 | -5 | 8 | -10 | 0 | 20 | -10 | -0.9 | 0 | 24
40. COc1cccc2c(C)cc(N3CCCCCC3)nc12
    4 | 5 | -7 | 1 | -8 | -8 | -7 | 0.2 | -3 | -7

2 of the compounds above, in markdown.
| cpd | compound | Rv3671c protease | Anthrax LF prot | CCHFV vOTU inh | PrPC TRFRET | MazEF act | VHR inh abs | BoNT F protease | BoNT-A LC inh2 | SARS 3CLpro inh | SSB-PriA inh |
| --- | --- | --- | --- | --- | --- | --- | --- | --- | --- | --- | --- |
| 37 | Cc1cnc(C)c(N2CCN(Cc3nc(-c4cccc(F)c4F)oc3C)CC2)n1 | 1 | -3 | -6 | 2 | -3 | 3 | -5 | -0.4 | -2 | 4 |
| 38 | CCOc1ccc(N(CC(=O)NCCSCc2ccc(C)cc2)S(C)(=O)=O)cc1 | -1 | 10 | 7 | 6 | 6 | -13 | ? | 2.0 | 4 | 1 |

The list continues:
Values run as follows: Rv3671c protease | Anthrax LF prot | CCHFV vOTU inh | PrPC TRFRET | MazEF act | VHR inh abs | BoNT F protease | BoNT-A LC inh2 | SARS 3CLpro inh | SSB-PriA inh
41. CC(=O)OCC1OC(n2ncc(=O)n(Cc3ccccc3)c2=O)C(OC(C)=O)C1OC(C)=O (centres undefined)
    -14 | -2 | -11 | -1 | 1 | -15 | -3 | 0.7 | 4 | -14
42. CSc1ccc(/C=N/Nc2ccc(Cl)c(C(=O)O)c2)cc1
    0 | 4 | 12 | 6 | -1 | 16 | -6 | 1.2 | 4 | .
43. COc1ccc(OCC(=O)N2c3ccccc3CC2C)c([N+](=O)[O-])c1 (centres undefined)
    4 | -5 | 3 | -3 | -1 | . | 2 | 0.8 | . | -3
44. CCn1c(C)c(C)c2cc(C(=O)NCCCN3CCOCC3)ccc21
    -82 | -4 | 6 | -6 | 15 | 23 | -4 | -0.4 | -4 | 13
45. Cc1c(C(=O)NN2CCN(C)CC2)cccc1[N+](=O)[O-]
    -3 | 2 | -8 | -7 | 6 | 40 | 2 | 0.6 | 2 | -1
46. CN(Cc1ccccc1)C(=S)NC(=O)c1ccc(-c2ccccc2)cc1
    -11 | -4 | 11 | -7 | 7 | 28 | -9 | -2.0 | 0 | 6
47. CN(C(=O)c1cc([N+](=O)[O-])ccc1N1CCCC1)C1CCCCC1
    3 | 0 | 11 | -10 | -2 | 22 | 1 | 5.7 | 3 | -1
48. O=C(CCn1nc(-c2ccc(Cl)cc2)ccc1=O)NCc1ccccn1
    1 | 3 | -13 | -4 | 4 | 14 | -1 | 0.3 | -1 | 4
49. CC(=O)c1c(C)[nH]c(C(=O)NCCc2c[nH]c3ccccc23)c1C
    -3 | 13 | 12 | 9 | 5 | 38 | 4 | -0.7 | 1 | 11
50. CN(C)c1ccc(NC(=O)CN2CCN(S(=O)(=O)c3cc(Cl)ccc3Cl)CC2)cc1
    4 | -3 | 5 | 4 | 2 | 19 | 4 | 2.1 | 6 | 43
51. CCOCCCNC(=O)Cc1ccc(Br)cc1
    4 | -2 | -8 | -7 | 4 | -3 | -2 | -0.6 | 2 | -13
52. N#CC(c1ccc(O)cc1)N1CCCCC1 (centres undefined)
    0 | . | 13 | 2 | 8 | 12 | . | . | 4 | -7
53. O=C(NC1CCCCC1)Sc1ccc(Cl)cc1
    7 | -7 | 3 | -4 | -4 | 3 | -6 | -1.4 | -2 | 4
54. O=C(COC(=O)/C=C/c1ccccc1Cl)NC(=O)NCc1ccccc1
    -1 | 3 | 4 | -11 | -9 | . | 0 | 1.3 | . | 1
55. Cc1nnc(SCC(=O)N2c3ccccc3Sc3ccccc32)n1N
    -5 | -1 | -12 | -3 | -4 | 4 | 6 | -0.3 | 0 | -3&-8
56. COc1cc(OC)c(OC)cc1CN1CCN(Cc2cccc(F)c2)CC1
    4 | -1 | 11 | 5 | -16 | 19 | 5 | -4.6 | -4 | -11
57. CCN(CC)C(=O)C1=C(C)N(Cc2ccc(F)cc2)C(=O)C(CC(=O)NCCc2ccccn2)C1 (centres undefined)
    . | -6 | 12 | -5 | 11 | . | -5 | -0.3 | . | .
58. CC(=O)c1cccc(NS(=O)(=O)N(C)C)c1
    4 | -3 | 0 | -2 | 5 | 13 | 3 | 0.3 | -3 | 2&-14
59. CC(C)COP(=O)(OCC(C)C)C(O)c1cccnc1 (centres undefined)
    4 | -3 | -17 | 8 | -6 | 4 | -6 | -0.4 | 0 | 4
60. COc1cc(C(=O)N(Cc2cccnc2)Cc2cc3cc4c(cc3[nH]c2=O)OCCO4)cc(OC)c1OC
    -7 | 1 | -28 | -6 | 1 | 9 | 2 | 2.1 | 1 | 3
61. Cc1cc(Nc2ccccc2)n(CCC#N)n1
    -1 | 7 | 2 | 7 | -2 | 14 | 1 | -0.4 | -3 | 2
62. CCOC(=O)C1(CCOc2ccccc2)CCN(Cc2cccc(O)c2)CC1
    -2 | -2 | -9 | 1 | 3 | 1 | -16 | -3.3 | 2 | -13
63. O=C1Nc2ccc(Br)cc2C(c2ccccc2)=NC1O (centres undefined)
    1 | 4 | -14 | -1 | 25 | 9 | -4 | 0.5 | -6 | -8
64. CC(C)(C)c1ccc(CSc2cnn(C(C)(C)C)c(=O)c2Cl)cc1
    4 | 5 | -9 | 16 | -4 | . | 12 | 0.7 | 7 | -8
